TDP-43 yeast inh: inhibitors of TDP-43 toxicity in yeast | TDP-43 expressing yeast growth rescue, BacTiter-Glo, 24 h | Potency, µM (doses to about 46.1 µM), for inactives: at the highest dose growth rescue (activation), most hits filed as activators | hit rate 1.8% among 410,000 | AID 652104; further: potency means the concentration at half of the fitted maximal effect; % of control where 0% means no effect; nearly all actives have a fitted effect of over 50% in size
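Readout is BacTiter-Glo luminescence of cell growth, so inhibitors register as activators. TDP-43-expressing yeast at OD600=0.02 in galactose medium, after raffinose pregrowth to mid-log, were incubated with compound for 24 hr at 30 deg C.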
Akt phos inh: blocks phosphorylation of Akt; Neuro2A IGF-stimulated pAkt S473 HTRF, 20 min; hits give low values; activity change, % for hits at 50 µM; hit rate 0.32% among 360,000; AID 651550; in the data active means activity change below about -80%; inconclusive means mostly about -51% to -80%; further: on the % scale 0 is the no-effect control and ±100 the full control effect
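Neuro2A cells (4,500/well, DMEM with 0.5% FBS) were treated with compound at a single 50 µM final concentration, stimulated with 6 nM IGF for 20 min at 37 °C, and lysed. Phospho-Akt Ser473 was read by HTRF as 665/615 ratio ×10^4.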
FUS suppressor: FUS proteinopathy suppression in yeast; S. cerevisiae FUS-expressing, growth rescue, OD600, 24 h; Potency, µM (highest dose often 76.6 µM), without a hit: at the top dose growth rescue (activation), usual class: activators; hit rate 0.24% among 390,000;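 further: potency means the concentration at half of the fitted maximal effect; plate controls were DMSO vehicle for no effect and reference control for full effect; nearly all actives have a fitted effect of over 55% in size; some results filed as inactive show a strong effect at the top dose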
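Galactose (2%) drives FUS expression in yeast precultured in raffinose; seeding density OD 0.005. Test compounds incubated 24hr at 30C and 99% humidity before absorbance at 600 nm was measured.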
Abeta yeast res: compounds reversing amyloid beta toxicity in yeast; Potency, µM (highest dose often 46.1 µM), for the others: at the top dose growth rescue, hits mostly activators; hit rate 0.063% among 410,000; yeast expressing A-beta42, growth rescue, OD600, 48 h; response scale: 0% DMSO, 100% iron-clioquinol control; AID 1347071; further: potency means the concentration at half of the fitted maximal effect; nearly all actives have a fitted effect of over 55% in size
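Yeast growth medium received pinned compounds, then yeast cells expressing toxic A-beta were added; plates incubated at 30 C for 48 hr. Growth read as absorbance at 600 nm, normalized to DMSO and equimolar FeCl3 plus clioquinol controls.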
aSyn yeast inh: rescues yeast growth from alpha-synuclein toxicity. Yeast expressing alpha-synuclein, growth rescue, BacTiter-Glo, 24 h. Potency, µM (top dose mostly 46.1 µM), without a hit: top-dose growth rescue (activation), actives largely listed as activators. hit rate 0.14% among 370,000. AID 652106; further: potency means the concentration at half of the fitted maximal effect; % of control where 0% means no effect; nearly all actives have a fitted effect of over 65% in size
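Screening used galactose-induced yeast with toxic alpha-synuclein levels, exposed to compound for 24 hr at 30 deg C. Cell growth, read with BacTiter-Glo luminescence, gave the measured signal.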
D3 antag: D3 dopamine receptor (human) antagonism | P35462 | D3R cells, DiscoveRx beta-arrestin luminescence, antagonist mode; hits give low values | max response, negative = inhibition, % | hit rate 2.5% among 360,000 | AID 652054; in the data active means max response below about -50%; inconclusive means no clear call, values can overlap the other calls; further: on the % scale 0 is the no-effect control and ±100 the full control effect; mostly tested at two doses, the higher about 12 µM
Target sequence (P35462 whole entry, looked up): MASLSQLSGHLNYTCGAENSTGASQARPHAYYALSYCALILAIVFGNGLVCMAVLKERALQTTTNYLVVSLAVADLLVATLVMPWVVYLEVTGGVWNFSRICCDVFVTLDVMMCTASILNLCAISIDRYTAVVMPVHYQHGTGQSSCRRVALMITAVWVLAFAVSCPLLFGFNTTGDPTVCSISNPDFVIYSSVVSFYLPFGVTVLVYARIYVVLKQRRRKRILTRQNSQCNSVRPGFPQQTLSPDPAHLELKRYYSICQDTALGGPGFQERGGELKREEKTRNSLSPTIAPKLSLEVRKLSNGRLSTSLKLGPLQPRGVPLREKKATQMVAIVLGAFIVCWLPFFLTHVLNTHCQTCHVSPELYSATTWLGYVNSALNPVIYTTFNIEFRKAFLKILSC
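Cells expressing the human receptor were seeded at 1500 cells/well, incubated overnight at 37 degrees C in 5% CO2, then exposed to library compounds with dopamine controls for 90 minutes at 37 degrees C before luminescent detection.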
PTHR1 ag: activates the human parathyroid hormone receptor PTHR1. Q03431. Potency, µM (doses to about 115 µM), for the others: top-dose activation, most hits filed as activators. HEK293 GP2 PTHR1 cells, GloSensor cAMP luminescence, 1 h. hit rate 0.075% among 410,000; further: potency means the concentration at half of the fitted maximal effect; nearly all actives have a fitted effect of over 55% in size; some results filed as inactive show a strong effect at the top dose; inactives centre near -15; many of its hits are not listed in these tables
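HEK-293-derived GP2 cells expressing PTHR1 and a GloSensor cAMP reporter, 3,000/well, plated overnight, given luciferin plus IBMX (each 0.5 mM as added) for 1 h at 37 °C, then compound for 1 h at 37 °C. Luminescence was read after 15 min at room temperature.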
GLP-1R agonist: activates the human GLP-1 receptor; P43220; HEK293 GLP-1R CRE-luciferase, luminescence, 4-6 h; cells express a hypersensitive GLP-1R form; Potency, µM (doses to about 45.6 µM), for inactives: at the highest dose activation, usual class: activators; hit rate 0.007% among 380,000; further: potency means the concentration at half of the fitted maximal effect; % of control where 0% means no effect
Target sequence (P43220 whole entry, looked up): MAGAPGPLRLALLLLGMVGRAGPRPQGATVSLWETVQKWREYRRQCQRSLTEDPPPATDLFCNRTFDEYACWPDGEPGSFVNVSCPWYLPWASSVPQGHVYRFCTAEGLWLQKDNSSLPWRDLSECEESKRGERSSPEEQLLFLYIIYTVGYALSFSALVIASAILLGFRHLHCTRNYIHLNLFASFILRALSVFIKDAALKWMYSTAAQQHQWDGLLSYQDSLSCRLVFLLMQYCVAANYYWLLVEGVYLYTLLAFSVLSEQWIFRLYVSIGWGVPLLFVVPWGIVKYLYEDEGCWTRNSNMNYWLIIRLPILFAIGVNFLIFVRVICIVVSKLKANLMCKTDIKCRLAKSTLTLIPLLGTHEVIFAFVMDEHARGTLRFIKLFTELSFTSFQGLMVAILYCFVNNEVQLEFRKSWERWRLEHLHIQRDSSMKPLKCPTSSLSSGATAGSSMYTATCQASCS
GLP1R inv ag: inverse agonists of human GLP-1 receptor. P43220. hit rate 1.6% among 410,000. Potency, µM (doses to about 38.3 µM), without a hit: at the highest dose activity change, negative = inhibition, most hits filed as inhibitors. HEK293 GLP-1R CRE-luciferase, luminescence, 24 h; GLP-1R form is constitutively active; further: potency means the concentration at half of the fitted maximal effect; on the % scale 0 is the no-effect control and ±100 the full control effect; nearly all actives have a fitted effect of over 55% in size
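Seeding at 200 cells/uL, 12 h culture, 24 hr compound treatment, then luciferase reagent and a luminescence read; cells are HEK293 stably expressing a constitutively active GLP-1R plus cAMP-responsive luciferase.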
Starred values were filed as active, the others as inactive; i = inactive; u = inconclusive; x = not tested or not shown; [ ] = dose if it differs, or a comment. Unless noted, the call rests on the fitted dose curve; in most records, active means well fitted curve in the direction sought with a large enough effect; inconclusive means small, poorly fitted or top-dose-only effect, or another doubt; inactive means no such curve, though single readings can be large; an effect the other way counts as inactive or inconclusive. Some of the compounds tested; rates above refer to the full screens.

SMILES	TDP-43 yeast inh	Akt phos inh	FUS suppressor	Abeta yeast res	aSyn yeast inh	D3 antag	PTHR1 ag	GLP-1R agonist	GLP1R inv ag
CCCCc1nc2ccccc2[nH]1	11%	i	-1%	5%	0%	-7	i	6%	12%
CCOC(=O)C1Cc2c([nH]c3ccccc23)C(C)N1 (stereo not given)	-18%	x	34%	7%	6%	14	-3%[57.5 µM]	-4%	6%
O=C(N/C(=C\c1ccco1)C(=O)N1CCC(O)CC1)c1ccccc1	18%	i	-8%	-1%	-1%	-4	i	4%	-8%
O=C(COC(=O)CCC(=O)c1ccccc1)Nc1nnc(-c2ccccc2)o1	10%	i	14%	3%	6%	u	i	1%	-4%
Cn1c(=O)c2c(nc(N3CCN(c4ccccn4)CC3)n2Cc2ccccc2Cl)n(C)c1=O	-1%	i	30%	9%	0%	21	-9%[57.5 µM]	-9%	12%
COc1ccc(NC(=O)CCNS(=O)(=O)c2ccccc2F)cc1S(N)(=O)=O	-7%	i	20%	0%	-3%	9	i	10%	2%
COC(=O)c1ccccc1NC(=O)CN(C)S(=O)(=O)c1ccc(OC)c(C)c1	-22%	i	u	9%	-3%	-25	19%	11%	0%
Cc1nc2ccn(Cc3ccco3)c(=O)c2cc1C(=O)N1CCN(c2ccccc2F)CC1	9%	x	23%	-2%	x	x	-13%	x	-2%
COc1cccc(SCc2noc(C(=O)NCc3ccccc3)c2C(=O)NCc2ccccc2)c1	-4%	i	-26%	7%	-2%	-11	-3%	-4%	1%
O=c1c(CN2CCN(Cc3ccccc3)CC2)coc2ccc(Cl)cc12	-8%	i	19%	3%	1%	u	i	12%	7%
COc1ccccc1C(=O)Nc1ccc(N2CCCCC2)cc1	7%	i	x	-14%	-4%	u	-22%	-5%	0%
O=C(C1=C[C@H](c2ccc(C(F)(F)F)cc2)C[C@H](OCCCCO)O1)N1CCN(Cc2ccccc2)CC1	14%	i	21%	3%	-1%	3	i	0%	u
CCc1ccc2[nH]c(=O)c(C(c3nnnn3CC3CCCO3)N3CCN4CCCC4C3)cc2c1 (stereo not given)	-8%	i	u	4%	0%	-14	i	3%	-3%
COC(=O)c1ccc(/C=N/NC(=O)CNc2cccc(C)c2)cc1	-8%[9.22 µM]	i	15%	0%	-3%	3	i	12%	-18%[7.66 µM]
O=C(Nc1cccc(C(=O)O)c1)/C(=C/c1ccc([N+](=O)[O-])cc1)NC(=O)c1ccccc1	6%	i	-10%	3%	-8%	-6	-23%	-11%	9%
COC(=O)Nc1ccc(S(=O)(=O)N2CCC(Cc3ccccc3)CC2)cc1	u	i	12%	22%	-3%	28	i	-4%	u
Cc1ccc(NC2CC(C)NC(=S)N2)cc1 (stereo not given)	-4%	i	-7%	3%	-1%	-5	i	0%	15%
CN(C)c1ccc(C(=O)Nc2ccc(-c3nc4ccccc4o3)cc2)cc1	9%	x	2%	-14%	x	x	-22%	x	12%
Cc1c(N2CCCCC2)[nH]c2ccccc12	11%	i	-16%	-2%	2%	-8	i	0%	44%[activator]
O=C(COc1ccc(Cl)cc1Cl)N1CCCN(C(=O)COc2ccc(Cl)cc2Cl)CC1	48%	i	u	21%	0%	18	i	-1%	u
CCCC(=O)Nc1nc(-c2ccc3c(c2)OCCO3)cs1	10µM*	i	16%	-3%	-19%	-20	-45%[inhibitor]	4%	u
Cc1ccc(NC(=O)Nc2ccc3c(c2)N(C)C(=O)c2ccccc2S3)c(C)c1	-14%	x	-9%	-21%	x	x	i	x	4%
CCCCC[C@H]1CN(C2CCCCC2)C(=O)[C@@H]1CC(=O)NCc1ccccc1	16%	i	35%	5%	1%	7	-56%[inhibitor]	2%	u
CCOC(=O)Nc1ccc2c(c1)nc(CN1CCN(C(C)=O)CC1)n2C	-11%	i	-9%	-4%	11%	-7	-6%[57.5 µM]	0%	3%
COc1ccc(CN(C)C(=O)c2ccccc2Sc2ccccc2C#N)cc1OC	10%	i	13%	-7%	0%	2	-30%	34%	8%
Cc1cc(C)cc(S(=O)(=O)Cc2noc(C(=O)NCc3ccccc3)c2C(=O)NCc2ccccc2)c1	14%	i	-20%	2%	1%	-20	-18%	-2%	-15%
CCOC(=O)CSc1nc(C(C)(C)C)nc2ccccc12	10%	i	5%	-7%	15%	3	-17%	7%	u
Cc1ccc(C(=O)Nc2c(C)cc(C)c3cccnc23)cc1	5%	i	u	-15%	-1%	-12	u	-6%	5%
COc1cccc(CN(C)Cc2cc(=O)oc3c(C)c(C)ccc23)c1	-3%	i	-28%	1%	4%	49	-34%[inhibitor]	24%	u
CCOc1ccc(OCC)c(NC(=O)CCCN2C(=O)c3cccnc3C2=O)c1	-14%	i	22%	-9%	-1%	7	i	5%	12%
CN(C)CCNc1cccc2sc3ccc(O)cc3c(=O)c12	18%	i	-5%	-18%	-6%	0	-19%	-8%	-28%
COc1ccc(NC(=O)C(C2CC2)n2c(=O)c(-c3ccco3)nc3ccccc32)cc1 (stereo not given)	28%	i	31%	10%	2%	0	-33%[inhibitor]	x	0%
COc1ccc(N(C(=O)CNC(=O)c2ccco2)C(C(=O)NCC2CCCO2)c2ccc(OC)c(OC)c2)cc1 (stereo not given)	22%	i	18%	-19%	-17%	-16	-22%	-1%	9%
CC(C)n1c(O)c(/C=C2\C=NN=C2c2ccccc2)sc1=S	11%	i	4%	-3%	-3%	-4	-7%	12%	u
COC(=O)c1ccc(C(=O)Nc2ccc(N)cc2N)cc1	6%	i	45%	8%	-15%	1	i	-6%	8%
CC(OC(=O)[C@@H]1CCCN1C(=O)c1cccs1)C(=O)Nc1cccc([N+](=O)[O-])c1 (stereo not given in full)	0%	i	x	-3%	1%	11	-21%	15%	18%
COc1ccc(NC(=O)CN2C(=O)COc3ccc(S(=O)(=O)NC4CCCC4)cc32)cc1OC	15%	x	-3%	-15%	x	x	i	x	-5%
COc1ccc(/C=N\NC(=O)CNC(=O)C(c2ccccc2)c2ccccc2)cc1[N+](=O)[O-]	-21%	i	8%	-6%	10%	-10	i	8%	u
Cc1ccc(CC2CC(=O)N(c3ccc(Cl)cn3)C2=O)cc1 (stereo not given)	17%	i	1%	9%	1%	-9	i	1%	-13%
COc1nc(-c2ccncc2)nc2ccccc12	-9%	i	8%	-26%	14%	12	-19%	19%	24%
COc1ccc(C(=O)Nc2cc(C(C)=O)c(/C=C/N(C)C)oc2=O)cc1	20%	i	x	0%	12%	1	i	-2%	2%
COC(=O)C1=C(CN2CCc3ccccc32)NC(=O)NC1c1cc(C)ccc1C (stereo not given)	6%	i	38%	-4%	-1%	0	-16%	-12%	8.9µM*
Cc1ccc(CNC(=O)c2c(-c3ccc(F)cc3F)noc2C)o1	3%	x	-9%	-6%	x	x	-1%	x	-5%
COc1ccccc1-n1c(SCC(=O)NC2CCS(=O)(=O)C2)nc2ccccc2c1=O (stereo not given)	8%	i	-5%	-11%	1%	7	i	0%	10%
Cc1cccc(NC(=O)COc2ccc(Br)cc2/C=N/O)c1	-19%	i	-2%	-10%	-6%	-7	-44%[inhibitor]	8%	u
CC(C)Cc1ccc(-c2cc3nc(NCCOc4ccccc4)ccn3n2)cc1	-20%	i	-10%	-7%	8%	15	-12%	-2%	u
COC(=O)Cn1cnc2ccccc2c1=O	-1%	i	-6%	-9%	1%	0	-4%	9%	-1%
Cc1cc(Cl)cc(C)c1OCCNCc1ccccc1	0%	i	-1%	14%	0%	u	-18%	18%	u
Cc1ccc(S(=O)(=O)N/N=C/c2c[nH]c3ccccc23)cc1	0%	i	-15%	9%	0%	23	-26%	-1%	u
COCCNC(=O)C1CCCN(Cc2cccc(Cl)c2)CC1 (stereo not given)	3%	i	-19%	-17%	-1%	u	-1%	-9%	4%
Cc1ccc(S(=O)(=O)N2CCCC(C(=O)NCC3COCCO3)C2)cc1 (stereo not given)	-8%	i	16%	7%	1%	-4	-1%[57.5 µM]	4%	-11%
COC(=O)c1ccccc1NC(=O)CSc1[nH]c(=O)cc(C)c1C#N	0%	i	21%	0%	-5%	12	-14%	9%	39%[activator]
CN(CC(=O)N1CCc2ccccc21)S(=O)(=O)c1ccc(Cl)cc1	1%	i	21%	-12%	17%	-8	i	3%	u
O=c1cc(-c2ccccc2)nc(SCc2ccccc2)[nH]1	17%	i	-15%	16%	9%	-55*	i	-9%	20%
Cc1ccc(C(=O)N/N=C\c2ccccn2)cn1	-22%	i	36%	-14%	-15%	-16	i	1%	-20%
O=C(C1CCN(S(=O)(=O)c2cccc3cccnc23)CC1)N1CCc2ccccc21	u	i	26%	13%	27%	-53*	i	6%	-27%
Clc1ccc(N2CCCCCC2)nn1	14%	i	-7%	5%	4%	-11	i	0%	5%
Cc1c(NC(=O)C(C)OC(=O)c2cccnc2)c(=O)n(-c2ccccc2)n1C (stereo not given)	8%	i	-12%	-9%	-6%	13	-1%	4%	5%

Whole records from above. Screens in order: TDP-43 yeast inh, Akt phos inh, FUS suppressor, Abeta yeast res, aSyn yeast inh, D3 antag, PTHR1 ag, GLP-1R agonist, GLP1R inv ag
`Cc1ccc(NC(=O)Nc2ccc3c(c2)N(C)C(=O)c2ccccc2S3)c(C)c1` across the screens: -14%, x, -9%, -21%, x, x, i, x, 4%
`O=C(C1CCN(S(=O)(=O)c2cccc3cccnc23)CC1)N1CCc2ccccc21` across the screens: u, i, 26%, 13%, 27%, -53*, i, 6%, -27%
`Cc1nc2ccn(Cc3ccco3)c(=O)c2cc1C(=O)N1CCN(c2ccccc2F)CC1` across the screens: 9%, x, 23%, -2%, x, x, -13%, x, -2%

Source: PubChem
